Bioassay records from PubChem BioAssay.
aGal spleen mod: inhibits or activates alpha-galactosidase in human spleen homogenate; P06280; human spleen homogenate, 4MU-alpha-Gal fluorescence, 40 min; Potency, µM (series often up to 80 µM), for the others: at the highest dose activity change, negative = inhibition, hits mostly inhibitors; 240,000 tested, 0.008% active;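 further: 0% = enzyme with vehicle and -100% = no enzyme basal signal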
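Fluorogenic readout (Ex 365/Em 440 nm) of 4-methylumbelliferone released from 1 mM 4-MU-alpha-galactoside by spleen homogenate, 40 min at 37C, pH 5.0. Data normalized to no-enzyme and enzyme controls; Hill-equation AC50 from compound titrations.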
Tau FP inhib: blocks human tau fibril formation measured by polarization | K18 P301L tau heparin fibrillization, Alexa594 FP, 6 h | Potency, µM (top dose mostly 57.7 µM), for the others: at the top dose activity, negative = inhibition, hits mostly inhibitors | 280,000 tested, 0.39% active | AID 1468; further: nearly all actives have a fitted effect of over 55% in size
Target sequence (P10636 561-689 P618L limits assumed): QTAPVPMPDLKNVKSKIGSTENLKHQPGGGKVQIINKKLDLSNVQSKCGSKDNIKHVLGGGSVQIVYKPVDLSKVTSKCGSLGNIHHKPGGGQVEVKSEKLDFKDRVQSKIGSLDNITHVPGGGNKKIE
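Human K18 P301L fragment (15 uM unlabeled plus 0.24 uM Alexa 594-labeled) in 100 mM sodium acetate pH 7 with compound, aggregation induced by 20 uM heparin for 6 hr at 37 C. ThT (30 uM) added for 1 hr, then Alexa 594 FP read.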
Tau ThT inhib: tau fibrillization inhibition (ThT binding). recombinant tau K18 P301L, heparin-induced fibrillization, ThT fluorescence. Potency, µM (highest dose often 57.4 µM), for the others: top-dose activity, negative = inhibition, most hits filed as inhibitors. 270,000 tested, 2.1% active. AID 1460; further: nearly all actives have a fitted effect of over 55% in size
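Fibril formation assay: tau K18 P301L at 15 uM with trace Alexa 594 label, heparin inducer 20 uM, pH 7 sodium acetate buffer, 37 C for 6 hr; endpoint ThT signal.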
TR SRC2 fluor cs: Texas Red fluorescence interference in TRb-SRC2 counter-screen; 280,000 tested, 0.29% active; AID 1479; TRb/SRC2 Texas Red total fluorescence interference; Potency, µM (highest dose often 106 µM), without a hit: at the highest dose fluorescence change, negative = quenching; active means well fitted curve in either direction with a large enough effect; inconclusive means small, poorly fitted or top-dose-only effect
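Flags fluorescent or light-absorbing compounds by total fluorescence, S + 2P, at 555 nm excitation and 632 nm emission. Mixture: 20 nM Texas Red SRC2 peptide, 0.6 uM human TRb LBD, 1 uM T3, 5% DMSO; compound exposure 5 h at ambient temperature.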
ALDH1A1 block: blocks purified human ALDH1A1 activity | P00352 | Purified ALDH1A1, NADH fluorescence, propionaldehyde substrate | Potency, µM (titrated, usually from 75.3 µM), for the others: top-dose activity, negative = inhibition, actives largely listed as inhibitors | 220,000 tested, 7.3% active; active means well fitted inhibition curve with a large enough effect, not every such curve was filed as active; inconclusive means small, poorly fitted or top-dose-only effect, or another doubt; inactive means no such curve, though single readings can be large or run the other way;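 further: plate controls were no enzyme wells and a reference inhibitor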
Target sequence (P00352 whole entry, looked up): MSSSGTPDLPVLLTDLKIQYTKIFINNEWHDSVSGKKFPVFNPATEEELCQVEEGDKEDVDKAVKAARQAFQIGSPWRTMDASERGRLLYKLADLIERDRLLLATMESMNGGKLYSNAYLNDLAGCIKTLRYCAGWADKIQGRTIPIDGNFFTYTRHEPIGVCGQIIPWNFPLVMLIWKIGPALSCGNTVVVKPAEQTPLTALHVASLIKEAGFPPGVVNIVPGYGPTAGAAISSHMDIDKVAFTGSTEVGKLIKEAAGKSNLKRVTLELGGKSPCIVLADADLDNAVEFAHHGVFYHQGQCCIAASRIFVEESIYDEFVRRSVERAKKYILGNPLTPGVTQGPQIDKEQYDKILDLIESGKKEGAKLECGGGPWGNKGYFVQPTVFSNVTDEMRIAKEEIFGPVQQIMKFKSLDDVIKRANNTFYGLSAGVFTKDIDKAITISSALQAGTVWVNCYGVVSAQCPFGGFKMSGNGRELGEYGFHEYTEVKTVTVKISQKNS
Tau fluor counter: counter-screen for tau fibril formation inhibitors. tau K18 P301L Alexa594 fluorescence, heparin fibrillization. Potency, µM (doses to about 57.7 µM), inactives show at the highest dose activity change, negative = decrease. 280,000 tested, 0.93% active. AID 1463; further: nearly all actives have a fitted effect of over 55% in size
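Human tau K18 P301L (15 uM unlabeled, 0.24 uM Alexa 594-labeled) in 100 mM sodium acetate pH 7 with 20 uM heparin, 6 hr at 37 C. ThT 30 uM added, 1 hr ambient; Alexa 594 FP and total fluorescence read at 555/632 nm.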
L3MBTL1 inh: L3MBTL1 (human) inhibition | AlphaScreen L3MBTL1–H3K9me1 peptide binding | Potency, µM (series often up to 57.1 µM), without a hit: top-dose activity, negative = inhibition, hits mostly inhibitors | Q9Y468 | 230,000 tested, 0.66% active; further: nearly all actives have a fitted effect of over 60% in size
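AlphaScreen proximity signal between nickel-chelate acceptor and streptavidin donor beads (final 10 ug/mL) reports binding of 50 nM L3MBTL1 to 75 nM biotin-H3 K9me1 peptide; complex incubated with compounds 30 min at room temperature; cefsulodin titration as control.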
TRb-SRC2 inh: disrupts binding of human TR beta to SRC2 | P10828 | TRbeta-SRC2 peptide binding, fluorescence polarization; receptor liganded with 1 µM T3 | Potency, µM (series often up to 106 µM), for inactives: top-dose activity change, negative = inhibition, hits mostly inhibitors | 280,000 tested, 0.065% active;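 further: plate controls were bound peptide for no effect and peptide without receptor for full effect; nearly all actives have a fitted effect of over 50% in size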
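Human TRb ligand-binding domain (0.6 uM) is mixed with 20 nM Texas Red SRC2 peptide and 1 uM T3; after compound addition and 5 hr at ambient temperature, polarization is measured and normalized to unbound and bound controls.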
An asterisk follows results filed as active; ? = inconclusive; . = not tested or not shown; [ ] = another dose, or the depositor's remark. Unless noted, the call rests on the fitted dose curve; in most records, active means well fitted curve in the direction sought with a large enough effect; inconclusive means small, poorly fitted or top-dose-only effect, or another doubt; inactive means no such curve, though single readings can be large; an effect the other way counts as inactive or inconclusive. Unless noted, on the % scale 0 is the no-effect control and ±100 the full control effect; potency means the concentration at half of the fitted maximal effect.

Sample of the layout, 4 compounds:
Field names: A = aGal spleen mod; B = Tau FP inhib; C = Tau ThT inhib; D = TR SRC2 fluor cs; E = ALDH1A1 block; F = Tau fluor counter; G = L3MBTL1 inh; H = TRb-SRC2 inh
> CCOC(=O)COc1c(Br)cc(/C=C2\SC(=O)N(CC(=O)N3CCCC3)C2=O)cc1OC
  A: 0.9% | B: 0.3% | C: -21.1% | D: 0.2% | E: 22.4µM* | F: -19.0% | G: . | H: -2.1%
> CC(C)(C)NC(=O)COC(=O)c1ccc(S(=O)(=O)N2CCCC2)cc1
  A: 4.6% | B: -2.2% | C: -4.0% | D: 3.3% | E: 10.6% | F: -1.7% | G: 10.9% | H: -2.3%
> COc1ccc(CNC(=O)c2noc(C)c2[N+](=O)[O-])cc1
  A: 22.9% | B: -6.5% | C: -7.7% | D: -1.6% | E: 4.5% | F: -4.9% | G: . | H: -4.2%
> CSc1nnc2ccc(-c3cccs3)nn12
  A: 1.4% | B: -5.1% | C: -0.6% | D: -1.9% | E: 0.8% | F: -4.2% | G: 9.6% | H: 0.4%

Results, from the start:
Field names: A = aGal spleen mod; B = Tau FP inhib; C = Tau ThT inhib; D = TR SRC2 fluor cs; E = ALDH1A1 block; F = Tau fluor counter; G = L3MBTL1 inh; H = TRb-SRC2 inh
> CCOC(=O)COc1c(Br)cc(/C=C2\SC(=O)N(CC(=O)N3CCCC3)C2=O)cc1OC
  A: 0.9% | B: 0.3% | C: -21.1% | D: 0.2% | E: 22.4µM* | F: -19.0% | G: . | H: -2.1%
> CC(C)(C)NC(=O)COC(=O)c1ccc(S(=O)(=O)N2CCCC2)cc1
  A: 4.6% | B: -2.2% | C: -4.0% | D: 3.3% | E: 10.6% | F: -1.7% | G: 10.9% | H: -2.3%
> COc1ccc(CNC(=O)c2noc(C)c2[N+](=O)[O-])cc1
  A: 22.9% | B: -6.5% | C: -7.7% | D: -1.6% | E: 4.5% | F: -4.9% | G: . | H: -4.2%
> CSc1nnc2ccc(-c3cccs3)nn12
  A: 1.4% | B: -5.1% | C: -0.6% | D: -1.9% | E: 0.8% | F: -4.2% | G: 9.6% | H: 0.4%
> Cc1ccc(S(=O)(=O)Oc2ccccc2N2C(=O)C3CC=CCC3C2=O)cc1 (centres undefined)
  A: 4.5% | B: -6.5% | C: 1.7% | D: -0.9% | E: 11.4% | F: -5.9% | G: 11.5% | H: -10.9%
> NC(=O)C1(N2CCCCC2)CCN(C(=S)Nc2cccc(Cl)c2)CC1
  A: -1.0% | B: -16.1% | C: -0.2% | D: 1.0% | E: -7.5% | F: -3.1% | G: 3.2% | H: 6.9%
> CCSc1nc(N)c2c3c(sc2n1)CCC3
  A: -4.0% | B: -2.0% | C: -4.0% | D: -11.0% | E: 10.0% | F: -10.6% | G: -7.7% | H: -1.0%
> O=S1(=O)N=C(Nc2cccc(C(F)(F)F)c2)c2ccccc21
  A: . | B: ? | C: -5.9% | D: 1.3% | E: . | F: -23.3% | G: . | H: 2.1%
> CC(C)(C)CC(=O)NCCc1csc(-c2ccccc2)n1
  A: 0.1% | B: 8.6% | C: . | D: -0.4% | E: . | F: -15.2% | G: . | H: 11.7%
> COc1ccc(CCNc2c(N)n(Cc3ccccc3)c(=O)[nH]c2=O)cc1OC
  A: 10.9% | B: ? | C: ? | D: 0.5% | E: ? | F: -29.0% | G: . | H: 8.0%
> O=C1OC(Nc2ccc3c(c2)OCO3)c2ccccc21 (centres undefined)
  A: -8.8% | B: ? | C: 12.6µM* | D: -2.3% | E: -2.7% | F: ? | G: -2.0% | H: 4.7%
> COc1ccccc1NS(=O)(=O)c1cccc(NC(=O)NCCCl)c1
  A: -2.5% | B: -10.4% | C: 4.8% | D: -0.1% | E: . | F: -5.9% | G: -17.2% | H: 4.7%
> Cc1ccc(NC(=S)NNC(=S)Nc2cccc(C(F)(F)F)c2)cc1
  A: 3.4% | B: ? | C: . | D: -0.9% | E: . | F: 14.1µM*[quencher] | G: . | H: -6.0%
> O=C(/C=C/c1ccccc1Cl)Nc1ccc(-c2nnc3n2CCCCC3)cc1
  A: -5.1% | B: ? | C: 0.6% | D: -4.1% | E: -4.1% | F: -18.9% | G: 14.3% | H: 2.0%
> CC(=O)N1N=C(c2cccc(Cl)c2)OC1c1ccc(C(C)C)cc1 (centres undefined)
  A: 1.7% | B: 5.5% | C: -19.5% | D: 2.8% | E: -2.2% | F: -6.1% | G: . | H: 0.7%
> CCCNc1sc(S(=O)(=O)CCC)nc1S(=O)(=O)c1ccc(C)cc1
  A: -9.6% | B: 10.1% | C: -3.5% | D: -2.0% | E: 10µM* | F: -14.4% | G: -4.5% | H: 9.9%
> CC(C)CNC(=S)N1CCC(C(=O)c2ccc3c(c2)OCCO3)CC1
  A: -0.7% | B: 1.1% | C: -0.8% | D: -1.4% | E: -7.3% | F: -5.3% | G: 1.4% | H: 9.0%
> Cc1nn(C)c(Cl)c1/C=N/OC(=O)c1ccc(F)cc1
  A: 1.9% | B: 6.2% | C: -5.4% | D: -4.8% | E: -16.1% | F: -2.0% | G: -4.8%[11.4 µM] | H: -8.1%
> Cc1cc2c(=O)n(Cc3ccco3)c(SCC(=O)NCc3ccco3)nc2s1
  A: 3.8% | B: -10.1% | C: -14.1% | D: 1.1% | E: 7.94µM* | F: 5.8% | G: -23.1% | H: -14.2%
> CCOC(=O)c1ccccc1N/C=C1\CCCC1=O
  A: 0.0% | B: -4.4% | C: ? | D: -0.4% | E: ? | F: -6.7% | G: -4.6% | H: -2.9%
> O=C(COc1ccccc1)Nc1c(Cl)ccc2nsnc12
  A: . | B: 0.7% | C: 0.6% | D: -17.2% | E: . | F: -5.1% | G: . | H: 6.0%
> COc1ccc(NC(=O)Cn2c(=O)n(Cc3ccc4c(c3)OCO4)c(=O)c3ccc(C(=O)NC4CCCCC4)cc32)cc1
  A: . | B: ? | C: 7.8% | D: -0.5% | E: . | F: -28.5% | G: . | H: -2.8%
> Cc1cc(N)n(-c2ccccc2)n1
  A: -7.6% | B: 4.6% | C: 3.4% | D: -1.7% | E: 2.9% | F: 3.6% | G: 3.8% | H: -6.1%
> Nc1c(C(=O)NC2CCCCC2)c2nc3ccccc3nc2n1/N=C/c1ccco1
  A: 4.7% | B: -7.2% | C: -13.0% | D: -4.6% | E: ? | F: -25.5% | G: 4.6% | H: 1.1%
> CC(C)(C)n1nc2c(c1NC(=O)Cc1cccc3ccccc13)CS(=O)(=O)C2
  A: -5.2% | B: -6.3% | C: -5.7% | D: -0.6% | E: 4.3% | F: -11.3% | G: -10.9% | H: 11.2%

Complete entries from above.
COc1ccc(CNC(=O)c2noc(C)c2[N+](=O)[O-])cc1 reads aGal spleen mod = 22.9%; Tau FP inhib = -6.5%; Tau ThT inhib = -7.7%; TR SRC2 fluor cs = -1.6%; ALDH1A1 block = 4.5%; Tau fluor counter = -4.9%; L3MBTL1 inh = .; TRb-SRC2 inh = -4.2%
Cc1cc(N)n(-c2ccccc2)n1 reads aGal spleen mod = -7.6%; Tau FP inhib = 4.6%; Tau ThT inhib = 3.4%; TR SRC2 fluor cs = -1.7%; ALDH1A1 block = 2.9%; Tau fluor counter = 3.6%; L3MBTL1 inh = 3.8%; TRb-SRC2 inh = -6.1%
